Assay outcomes from PubChem BioAssay.
West Nile antiviral = inhibition of WNV-induced cytopathic effect – cell-based, CPE readout (AID 1621); West Nile virus-infected cells, CPE inhibition; higher % means a stronger effect; 0.02% of 290,000 active; one-dose CPE inhibition, % at 10 µM; IC50 in µM for titrated hits; in the data active = a potency from the dose series; inconclusive = CPE inhibition mostly from about 3.7% at the one dose, without a potency; inactive = the rest, 99 in 100 with CPE inhibition below about 2.2%; note: strong numbers were not always called active
KOR beta-arrestin-1 = kappa opioid receptor activators – cell-based, luminescence, uHTS, primary screen (AID 1777) | KOR beta-arrestin recruitment, luminescence; higher % means a stronger effect | activation, % at 10 µM; hits with a dose series show EC50 in µM | 0.02% of 280,000 active; in the data active = activation above about 50%, passing the limit was not always enough; note: a part of the inactive calls stands beside numbers as strong as those of hits
HIV peptide binding = inhibitors of HIV fusion peptide binding, primary screen, biochemical, uHTS, fluorescence dequenching (AID 1986). cell-free peptide binding, fluorescence dequenching, 30 min; higher % means a stronger effect. one-dose inhibition, % at 20 µM; IC50 in µM for titrated hits. 0.3% of 290,000 active; in the data active = inhibition mostly above about 52%, no sharp cut-off; inactive = mostly below about 76%; note: some results filed as inactive read as strong as hits
AID2073 = disruptors of CaV2.2 binding to Mint1 – biochemical, HTRF (AID 2073); HTRF protein-protein interaction, Mint1-CaV2.2; higher % means a stronger effect; one-dose inhibition, % at 20 µM; IC50 in µM for titrated hits; 0.19% of 290,000 active; in the data active = inhibition mostly above about 51%, no sharp cut-off; inconclusive = no clear call, values can overlap the other calls; inactive = mostly below about 53%; note: some results filed as inactive read as strong as hits
Yfh1-off respiration = mitochondrial function rescue without frataxin homolog – Friedreich's ataxia, plus single-dose screen, dose response (AID 1465); S. cerevisiae Yfh1-off respiration, WST-1 reduction, 72 h; higher fold induction means a stronger effect; 0.074% of 220,000 active; one-dose fold induction at 50 µM; EC50 in µM for titrated hits;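 active = fold induction of absorbance versus untreated yeast above a set limit, then at least 30% activation at any dose in follow-up; inconclusive = repeats straddling the limit, or above it without dose testing; inactive = fold induction below the set limit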;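 note: activators that raise dye reduction in frataxin-depleted yeast; strong numbers were not always called active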
HEK293 NOD2/NF-kB = inhibition of NOD2-driven NF-kB reporter – cell-based, luminescence, uHTS, HEK293 (AID 1566) | HEK293 NOD2/NF-kB luciferase reporter, luminescence; higher % means a stronger effect | inhibition, % at 4 µM; hits with a dose series show EC50 in µM | 0.63% of 290,000 active; note: many of its hits are not listed in these tables
Dengue-2 NS5 capping = Dengue-2 NS5 methyltransferase inhibitors, primary screen, biochemical, confirmation dose response (AID 588689); Dengue-2 NS5 methyltransferase capping enzyme assay, biochemical; higher % means a stronger effect; inhibition, % at 25 µM; hits with a dose series show IC50 in µM; 0.3% of 340,000 active; in the data active = a potency from the dose series; inconclusive = inhibition above about 29% without an active follow-up result
KOR beta-arrestin-2 = kappa opioid receptor blockers – cell-based, luminescence, uHTS (AID 1778); KOR beta-arrestin recruitment, luminescence, antagonist mode; higher % means a stronger effect; inhibition, % at 10 µM; hits with a dose series show IC50 in µM; 0.091% of 290,000 active; note: strong numbers were not always called active
NOD1 NF-kB reporter = NOD1 signaling inhibitors, primary screen, cell-based, luminescence, uHTS (AID 1578). NOD1-driven NF-kB luciferase reporter cells, luminescence; higher % means a stronger effect. inhibition, % at 4 µM, or EC50 in µM where a hit was titrated. 1% of 290,000 active; in the data active = inhibition mostly above about 36%, no sharp cut-off; inactive = mostly below about 34%;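 note: HEK-293T reporter cells stimulated with the NOD1 agonist gamma-tri-DAP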
Dengue-2 NS5 capping pilot replicate = second read-out of Dengue-2 NS5 capping, no call of its own (marks repeat the call); inhibition, %; measured here: pilot screen replicate inhibition
* marks the source's active call; other numbers are inactive results; i = inactive; ? = inconclusive; · = no result given; [ ] = another dose, or the depositor's remark. Cut-off read from the data, not from the text of the source, unless noted: active = inhibition above about 50%; inactive = the rest. These rows are one share of the data (hit frequency here may not be typical).

SMILES	West Nile antiviral	KOR beta-arrestin-1	HIV peptide binding	AID2073	Yfh1-off respiration	HEK293 NOD2/NF-kB	Dengue-2 NS5 capping	KOR beta-arrestin-2	NOD1 NF-kB reporter	others
O=C1NC(c2ccccc2)Oc2ccccc21 (configuration not stated)	-0.3%	-5.7%	1.0%	28%	·	5%	·	2%	-14%
O=c1c(O)c(-c2cccs2)oc2ccccc12	1.1%	-6.4%	-0.1%	39%	i	2%	-28%	-13%	-12%
Cc1cc(C(=O)C(=O)NC(C)C)c(C)n1-c1ccc([N+](=O)[O-])cc1	-0.1%	0.2%	-1.7%	12%	i	17%	-2%	-25%	14%
CCCc1c(C(=O)NNc2cc(C(F)(F)F)ccc2Cl)cnn1-c1ccccc1	-0.6%	7.3%	-2.0%	-10%	i	31%	-6%	13%	3%
CCN1CCc2c(sc(NC(=S)NC(=O)c3ccco3)c2C(N)=O)C1	-0.3%	12%	11%	-40%	i	-8%	·	5%	-9%
CC1=CC(C)(C)N(C(=O)CSc2ncn[nH]2)c2ccccc21	1.0%	-0.9%	-2.5%	-6%	i	-8%	1%	24%	15%
CC1CN(CCCCOc2cccc(Oc3ccccc3)c2)CC(C)O1 (configuration not stated)	-1.3%	-0.1%	-1.2%	-11%	i	-9%	-4%	-30%[20 µM]	-13%
Cc1ccc(C)c(CSC2=NCCN2C(=O)c2cccs2)c1	-1.0%	-2.3%	0.0%	0%	i	-5%	5%	11%	-6%
Cc1sc2ncnc(OCC(=O)NC(C)C)c2c1C	0.3%	1.6%	5.0%	?	i	13%	2%	-16%	-26%
COc1cc2nc(SCc3ccc(C(F)(F)F)cc3)n(Cc3cccs3)c(=N)c2cc1OC	-0.3%	11%	0.3%	12%	i	8%	0%	-22%	-16%
CCC(=O)Nc1nn(C)c2nc3c(C)cccc3cc12	-0.1%	1.6%	-0.2%	15%	i	4%	4%	-21%	-30%
OCc1ccccc1OCCCN1CCC(Cc2ccccc2)CC1	0.4%	-2.8%	0.6%	4%	·	-16%	·	14%	41%
O=[N+]([O-])c1ccccc1/C=C/C=N/n1c(-c2ccccc2F)n[nH]c1=S	0.5%	8.7%	-1.3%	-41%	i	21%	1%	-11%	9%
COCCOCC(O)CN1CCN(c2ccccc2)CC1 (configuration not stated)	-0.1%	2.6%	0.0%	10%	i	1%	-1%	-147%	15%
CCCOCC1CC(CCc2nc(=S)[nH][nH]2)C(=O)O1 (configuration not stated)	-0.1%	8.8%	0.6%	-5%	i	7%	-5%	2%	-22%
C=CCOc1ccc(CNc2ccc3[nH]c(=O)[nH]c3c2)cc1OC	1.0%	-2.6%	16%	?	i	-7%	-7%	-25%	-34%
CCOC(=O)c1ccc(N2C(=O)CC(N3CCC(O)(c4ccc(Br)cc4)CC3)C2=O)cc1 (configuration not stated)	1.2%	9.6%	-1.5%	-8%	i	17%	-6%	11%	26%
COc1ccc(C(=O)Oc2cc(C(=S)N3CCOCC3)ccc2OC)cc1	-0.1%	-2.5%	0.7%	-5%	·	9%	-3%	-15%	-24%
CCC1CCCCN1CCCNC(=O)C1CCC(Cn2c(=O)[nH]c3ccccc3c2=O)CC1 (configuration not stated)	-0.3%	-4.2%	-1.7%	3%	i	13%	-4%	21%	0%	Dengue-2 NS5 capping pilot replicate=2.4
CC(NC(=O)COC(=O)COc1cccc2c1OC(C)(C)C2)c1ccccc1 (configuration not stated)	-0.6%	-0.4%	-0.4%	9%	·	0%	1%	-6%	-20%
CCCN1CCN(C(=O)C2CCN(S(=O)(=O)c3ccc4c(c3)NC(=O)C(C)S4)CC2)CC1 (configuration not stated)	-0.3%	0.3%	5.5%	10%	·	18%	-17%	-31%	-1%
O=C(COc1ccc(S(=O)(=O)N2CCCCC2)cc1)NCc1ccncc1	0.2%	-1.1%	-0.7%	-8%	i	5%	-8%	-8%	-24%
CCOc1ccc(CN(C)C(=O)CNC(=O)C2CCCCC2)cc1	-0.5%	0.4%	-0.4%	4%	·	9%	-8%	-4%	0%
CCC1CCCCN1C(=O)CNCC1CCCO1 (configuration not stated)	0.0%	-2.7%	2.3%	-6%	i	-5%	0%	-2%	-24%

Reprinted at random: two entries already listed
SMILES	West Nile antiviral	KOR beta-arrestin-1	HIV peptide binding	AID2073	Yfh1-off respiration	HEK293 NOD2/NF-kB	Dengue-2 NS5 capping	KOR beta-arrestin-2	NOD1 NF-kB reporter	others
CCCOCC1CC(CCc2nc(=S)[nH][nH]2)C(=O)O1 (configuration not stated)	-0.1%	8.8%	0.6%	-5%	i	7%	-5%	2%	-22%
CC(NC(=O)COC(=O)COc1cccc2c1OC(C)(C)C2)c1ccccc1 (configuration not stated)	-0.6%	-0.4%	-0.4%	9%	·	0%	1%	-6%	-20%

Going on with the list.
SMILES	West Nile antiviral	KOR beta-arrestin-1	HIV peptide binding	AID2073	Yfh1-off respiration	HEK293 NOD2/NF-kB	Dengue-2 NS5 capping	KOR beta-arrestin-2	NOD1 NF-kB reporter	others
C=CCn1c(=O)/c(=C/c2ccc(F)cc2)s/c1=C(\C#N)c1nnc2n1CCCCC2	-0.6%	-4.6%	1.9%	-4%	i	24%	14%	29%	29%
CCCCN(CC)C(=O)CSc1nc2ccccc2c(=O)n1CC1COc2ccccc2O1 (configuration not stated)	-0.1%	-1.2%	-0.7%	-4%	i	8%	-3%	12%	-21%	Dengue-2 NS5 capping pilot replicate=3.0
CN(C)/C=C1\C(=O)ON=C1c1ccccc1	·	-3.3%	-1.2%	-10%	·	20%	5%	0%	-24%
Cc1c(C(=O)N/N=C/c2ccccn2)nnn1-c1nonc1N	0.0%	1.4%	5.8%	4%	·	-1%	-4%	-33%	-14%
CN(Cc1ccccc1)C(=O)CN1C(=O)c2ccccc2C1=O	-0.4%	-2.4%	-1.2%	5%	·	-7%	-7%	-31%[20 µM]	-20%
O=C(NCc1ccc2c(c1)OCO2)c1ccc(Cl)c(S(=O)(=O)N2CCOCC2)c1	0.1%	4.2%	-2.3%	21%	i	-2%	-6%	-17%	2%
O=C(NCCc1ccccc1)C1CCCN(S(=O)(=O)c2cccnc2)C1 (configuration not stated)	-0.1%	-5.6%	-2.7%	2%	i	0%	3%	-4%	-10%
COCC(=O)OC/C(O)=C(\C#N)c1nc2ccccc2[nH]1	-1.6%	6.1%	-1.6%	0%	i	-69%	3%	-4%	66%*
CC(=O)c1cc(NC(=O)c2cccc(C(F)(F)F)c2)c(=O)oc1C	0.7%	-3.9%	0.8%	52%	i	-4%	·	20%	-29%
CC(C)c1ccc(CN(C(=O)C2COc3ccccc3O2)C2CCS(=O)(=O)C2)cc1 (configuration not stated)	-0.9%	5.9%	1.9%	44%	i	-14%	-3%	-10%	-3%	Dengue-2 NS5 capping pilot replicate=-1.2
S=C1NCCOCCOCCOCCNC(=S)N2CCOCCOCCN1CCOCCOCC2	-0.5%	·	0.0%	-12%	i	4%	4%	-24%[20 µM]	-12%
O=C(NCCCN1CCCC1)Nc1ccc(F)cc1	-0.2%	-3.8%	0.7%	28%	·	-5%	0%	1%	-15%
Cc1nc2c(c(=O)n1CCC(C)C)c1nc3ccccc3nc1n2CC1CCCO1 (configuration not stated)	0.1%	2.5%	-1.3%	3%	i	-3%	-9%	38%	2%
COc1ccc(NC(=O)COC(=O)CCCOc2ccc(Cl)cc2Cl)cc1	0.1%	-4.0%	1.5%	7%	i	-18%	-1%	10%	-16%
CC(=O)NN1C(=O)c2ccccc2NC1c1ccoc1 (configuration not stated)	-0.4%	2.2%	0.2%	13%	i	5%	-8%	5%	-30%
CCCC(C)c1nnc(NC(=O)COc2ccc3c(c2)OCO3)s1 (configuration not stated)	0.7%	7.2%	-0.5%	-6%	·	-160%	-3%	-13%	-43%
CN1CCN(CC(=O)N2c3ccccc3C(C)(c3ccccc3)CC2(C)C)CC1 (configuration not stated)	-0.3%	-0.8%	1.6%	-10%	i	8%	-9%	-9%	-55%
COc1ccc(NC(=O)CN(Cc2ccccc2)S(C)(=O)=O)c(OC)c1	0.0%	-1.2%	-4.6%	-3%	i	18%	-8%	9%	·
Cc1cccc(OCC(=O)NS(=O)(=O)c2ccc(Br)cc2)c1	-0.6%	3.4%	3.9%	5%	·	5%	13%	11%	-35%
COc1cc(-c2nc3c4ccccc4nc(=S)n3[nH]2)cc(OC)c1OC	0.0%	1.0%	2.8%	-20%	·	18%	2%	-59%[20 µM]	-19%
CC(=O)Oc1cccc2c1C(=O)c1c(OC(C)=O)cc(C(=O)O)cc1C2=O	0.8%	-1.3%	117%	1%	i	16%	-5%	12%	-19%
CCOc1ccc(/C=N/NC(=O)c2nnn(-c3nonc3N)c2-c2ccc(OCC)cc2)cc1	-0.6%	6.3%	-1.2%	27%	i	17%	-7%	14%	-2%
CCCc1cc(N2CCCC(C(=O)Nc3ccc(OC)cc3OC)C2)n2ncnc2n1 (configuration not stated)	-0.8%	·	0.4%	8%	i	18%	-2%	-50%	8%
CCOC(=O)C1CCN(C(=O)COc2ccc(Cl)cc2)CC1	1.1%	4.6%	-1.2%	-5%	i	-7%	-9%	-45%	-2%
Cc1ccc(C)c(/C(O)=C2\C(=O)C(=O)N(CCCn3ccnc3)C2c2ccncc2)c1 (configuration not stated)	-0.1%	2.1%	-2.6%	-6%	i	4%	-7%	17%	5%
CCCCCCn1c(SCC(=O)Nc2cc(C)on2)nc2ccccc2c1=O	20%	41%	1.1%	13%	i	-27%	-3%	-18%	-26%
Cc1cccn2cc(CNS(=O)(=O)c3ccc4ccccc4c3)nc12	-0.4%	-0.3%	1.1%	15%	·	20%	-4%	-6%	-6%
O=C(CN(Cc1ccccc1)S(=O)(=O)c1ccccc1)N/N=C/c1ccccc1[N+](=O)[O-]	-0.3%	4.5%	-0.4%	0%	i	6%	1%	-12%	-4%
CCOC(=O)c1c(-c2ccc(F)cc2)cn2ccccc12	0.0%	0.0%	-2.5%	1%	i	17%	1%	-12%	7%
Cc1ccc(C(=O)Nc2ncc(C)s2)o1	-0.3%	-3.5%	0.6%	-8%	i	-67%	-15%	9%	-35%
COc1ccc(S(=O)(=O)N2CCCC2)cc1C(=O)N1CCCCC1	-0.2%	1.7%	0.4%	-6%	·	3%	-6%	13%	-32%
O=C1N=C(N2CCCCC2)S/C1=C\c1ccc(Cl)cc1	-1.3%	-6.2%	0.6%	15%	·	-20%	-3%	0%[20 µM]	-43%
Cc1cc(C)c2oc(C(=O)NCc3ccccc3)cc(=O)c2c1	0.0%	-1.0%	-3.0%	4%	·	6%	-6%	-16%	-5%
O=C(Nc1nnc(-c2ccco2)o1)c1cccc2ccccc12	0.0%	-7.3%	27%	40%	i	12%	-1%	26%	-38%
O=C(CCC1CCCN(C(=O)Cc2ccc(F)cc2)C1)N1CCN(c2ccccn2)CC1 (configuration not stated)	-1.7%	-2.8%	0.1%	1%	i	13%	-1%	-16%	-24%
